# Screens: PubChem BioAssay, several laboratories
# TbMetRS inhib – blocks T. brucei methionyl-tRNA synthetase activity. hit rate 0.4% among 360,000. AID 624268. inhibition, % at 11.9 µM. purified T. brucei MetRS, ATP depletion, Kinase-Glo luminescence;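 active means inhibition above a per-plate cutoff of the control wells' mean inhibition plus 3 SD, cut at about 5.5% in these data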;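 further: 0% = DMSO wells median and 100% = median of wells with control inhibitor compound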
#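 Measured by: Kinase-Glo luciferase luminescence reporting remaining unconsumed ATP. Material: purified T. brucei MetRS enzyme. Doses: 11.9 µM compound single dose, 0.9% DMSO. Medium: HEPES buffer containing pyrophosphatase, BSA, spermine, DTT. Times: 15 min preincubation, 2 h reaction, all 25 °C. Reagent: methionine, ATP and bulk E. coli tRNA.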
# DNMT1 inh – DNMT1 (human) enzyme inhibition | P26358 | DNMT1 molecular beacon, Hinp1I cleavage, fluorescence | inhibition (reported as % activation of signal), % at 10 µM | hit rate 0.83% among 360,000 | AID 588458; in the data active means inhibition above about 50%
# Scp-1 inhibitor – Scp-1 (human) phosphatase inhibition | Q9GZU7 | Recombinant Scp1, phosphopeptide, malachite green phosphate absorbance | inhibition, % at 20 µM | hit rate 0.88% among 340,000;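 active means inhibition above about 50% at 20 µM, limit read from the data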;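 further: plate controls were DMSO wells with enzyme for no effect and wells lacking enzyme for full effect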
#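 Test system: SCP-1 catalytic domain; Buffer or medium: Acidic Tris acetate buffer with magnesium and detergent; Also added: Phosphorylated 17-residue peptide substrate; Compound: single 20 µM dose, 1% DMSO; Schedule: enzyme reaction 45 min at room temperature, colour 5 min, stabilisation 30 min; Signal: Phosphate-binding colour reagent, absorbance read at 630 nm.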
# SUMO1 PPI mod – alters human SUMO1 binding to SIM partners; hit rate 0.33% among 360,000; P63165; SUMO1 binding to a labelled peptide, TR-FRET, 1 h; inhibition, % at 20 µM; in the data active means inhibition above about 37%
# Target sequence (P63165 whole entry, looked up): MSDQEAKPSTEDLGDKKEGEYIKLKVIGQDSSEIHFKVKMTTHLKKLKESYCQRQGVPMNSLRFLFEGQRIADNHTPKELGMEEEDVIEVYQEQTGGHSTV
# NadD block – inhibitors of Staphylococcus aureus NadD. purified NadD enzyme, colorimetric absorbance read-out. inhibition, % at 20 µM. hit rate 0.78% among 360,000; in the data active means inhibition above about 26%; further: some compounds past the cut are filed as inactive
# Rpn11 inh – inhibitors of human proteasome Rpn11. O00487. human 26S proteasome, Ub4-pepOG fluorescence polarization; 20S core pre-blocked with epoxomicin. calls only at 20 µM. hit rate 0.59% among 360,000;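 active means inhibition at 20 µM, scaled to each plate's controls, above about 33%, limit read from the data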
# Target sequence (O00487 whole entry, looked up): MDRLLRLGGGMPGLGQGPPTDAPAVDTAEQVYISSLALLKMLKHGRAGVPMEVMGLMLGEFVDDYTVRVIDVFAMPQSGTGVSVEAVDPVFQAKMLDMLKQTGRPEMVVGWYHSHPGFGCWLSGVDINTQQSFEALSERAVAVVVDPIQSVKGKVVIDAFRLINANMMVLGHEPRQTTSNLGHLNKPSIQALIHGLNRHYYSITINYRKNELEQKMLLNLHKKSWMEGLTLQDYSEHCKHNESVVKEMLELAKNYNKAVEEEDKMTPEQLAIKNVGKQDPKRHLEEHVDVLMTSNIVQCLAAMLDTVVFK
# LMPTP inh – LMPTP (human) inhibition. P24666. recombinant LMPTP-A, OMFP fluorogenic substrate, fluorescence intensity. AID 651560. inhibition, % at 20 µM. hit rate 0.22% among 360,000;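 active means compounds that cut the enzyme signal by at least half of the control window in the single-dose screen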;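 further: plate controls were DMSO wells with enzyme plus substrate for no effect and substrate without enzyme for full effect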
# Target sequence (P24666 whole entry, looked up): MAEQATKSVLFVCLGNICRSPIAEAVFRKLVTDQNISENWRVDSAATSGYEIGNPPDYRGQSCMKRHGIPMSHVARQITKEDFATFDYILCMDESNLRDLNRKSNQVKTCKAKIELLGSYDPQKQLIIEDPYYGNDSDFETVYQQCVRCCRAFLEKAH
#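 Assay system: LMPTP-A, protein tyrosine phosphatase of low molecular weight / Medium: pH 6.0 Bis-Tris buffer with DTT and Triton X-100 / Schedule: 50 min enzyme reaction at room temperature, protected from light / Measured by: endpoint fluorescence intensity from OMFP dephosphorylation / Read-out basis: % inhibition relative to no-enzyme and uninhibited control wells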
# STEP inh – STEP (human) phosphatase inhibition; AID 588621; recombinant STEP, OMFP fluorogenic substrate, fluorescence; P54829; hit rate 0.25% among 360,000; inhibition, % at 20 µM;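 active means inhibition at 20 µM, scaled per plate between control wells, above about 37%, limit read from the data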;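 further: 0% = DMSO with enzyme and substrate and 100% = substrate only without enzyme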
#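 Also added – OMFP at 25 µM · Test system – STEP tyrosine phosphatase · Technique – FITC-channel fluorescence of OMFP product · Schedule – 20 min at room temperature, dark · Evaluation – control-normalized % inhibition with plate pattern correction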
# CSN inh – blocks human CSN-mediated cullin deneddylation. Q92905. Purified CSN, SCF-Nedd8-OG deneddylation, fluorescence polarization. inhibition, % at 12.5 µM. hit rate 0.38% among 360,000. AID 651999;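 active means pattern-corrected inhibition above about 35%, with an unprinted fluorescence ratio check between 0.5 and 1.5, limit read from the data, passing the limit was not always enough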;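 further: 0% = enzyme with substrate and 100% = substrate without enzyme; some results filed as inactive read as strong as hits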
# Target sequence (Q92905 whole entry, looked up, one chain of several): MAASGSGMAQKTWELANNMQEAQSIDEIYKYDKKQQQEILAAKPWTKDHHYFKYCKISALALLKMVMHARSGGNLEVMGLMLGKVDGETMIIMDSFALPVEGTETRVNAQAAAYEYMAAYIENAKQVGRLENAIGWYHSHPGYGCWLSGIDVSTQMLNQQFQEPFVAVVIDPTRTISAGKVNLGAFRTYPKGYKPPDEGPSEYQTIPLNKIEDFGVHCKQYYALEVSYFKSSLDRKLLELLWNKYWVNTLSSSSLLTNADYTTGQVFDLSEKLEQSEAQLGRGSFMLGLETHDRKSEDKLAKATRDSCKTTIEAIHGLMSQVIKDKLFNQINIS
#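 Material: purified human Csn5 enzyme expressed in HEK293T cells / Medium: Tris buffer pH 7.5, NaCl, DTT, Tween-20, trehalose, ovalbumin / Compound dosing: 12.5 µM single point / Schedule: 90 min incubation of compound, enzyme and substrate at room temperature / Signal: fluorescence polarization of the substrate / Control set: no-enzyme wells high, enzyme-with-substrate wells low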
# MsrA inh – bovine MsrA inhibition | purified bovine MsrA, absorbance read-out | inhibition, % at 15.5 µM | hit rate 0.75% among 360,000; in the data active means inhibition above about 4.5%;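 further: 0% = vehicle wells with enzyme and 100% = reference inhibitor wells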
# Starred values were filed as active, the others as inactive; i = inactive; nt = no result given.
SMILES,TbMetRS inhib,DNMT1 inh,Scp-1 inhibitor,SUMO1 PPI mod,NadD block,Rpn11 inh,LMPTP inh,STEP inh,CSN inh,MsrA inh
COc1ccc(C(C)(C)C)cc1NC(=O)CCN1C(=O)C2CCCCC2C1=O (configuration not stated),-0.3,5.0,-7.2,2.1,2.5,i,-0.5,-1.4,-5.2,-0.5
O=c1cc(CN2CCN(c3ccccc3)CC2)nc2scc(-c3ccccc3)n12,-0.5,8.4,-1.0,1.9,29.6,i,0.9,0.4,2.2,-0.1
CCOC(=O)C1CCCN(c2c(N3CCN(C4CCCCC4)CC3)c(=O)c2=O)C1 (configuration not stated),-0.3,-2.1,6.6,-2.8,1.2,i,-1.0,-5.9,-1.0,1.4
COc1ccc(N2CCN(c3cc(=O)n(Cc4ccc(F)cc4)c(=O)[nH]3)CC2)cc1,0.0,-3.6,-6.0,4.7,4.6,i,-2.0,1.4,1.3,-0.6
O=C(O)c1cc(S(=O)(=O)Nc2ccc(N3CCCCC3)cc2)ccc1Cl,-0.4,-1.8,-3.1,-1.4,1.6,i,-0.4,0.0,7.8,-0.8
CCN(CC(=O)Nc1ccc(NC(C)=O)cc1)C(=O)c1cc(-c2ccccc2)nn1-c1ccccc1,-0.4,0.3,-3.8,1.7,0.0,i,0.2,-0.7,-2.7,0.7
CC1CCCN(C(=O)Cn2c(=O)oc3cc(S(=O)(=O)N4CCCCC4)ccc32)C1 (configuration not stated),0.1,-3.7,-15.3,0.4,-2.2,i,0.7,-0.4,0.9,-1.1
CCCCc1ccc(NC(=O)CSc2nc3ncccc3[nH]2)cc1,0.0,24.6,-2.0,26.4,4.2,i,4.6,2.1,3.7,-0.3
CCOC(=O)c1csc(NC(=O)CSc2nnnn2-c2ccc(OC)cc2)n1,-0.4,1.7,4.1,0.0,4.7,i,0.8,1.1,-2.5,0.1
CC(c1ccccc1F)n1cc(C(=O)NCCc2ccco2)nn1 (configuration not stated),0.4,1.2,-7.6,1.7,2.5,i,0.7,4.2,-3.4,0.0
COc1ccc(Cc2c(C3CCCCC3)nc3c(Cl)cc(C(F)(F)F)cn23)c(C)c1,-2.2,nt,nt,-1.1,31.4*,nt,-0.2,nt,-3.0,2.0
Cc1ccc(C(C)n2cc(C(=O)NCc3ccccn3)nn2)cc1 (configuration not stated),-1.3,1.2,-0.8,-1.6,-3.9,i,2.5,0.6,-0.8,0.2
COc1ccc(C(=O)c2ccc(N(C)C)cc2)c(OC)c1,0.6,-1.5,-5.3,-13.5,4.9,i,-1.1,-3.6,0.0,3.0
Nc1cc(=O)[nH]c(SCC(=O)Nc2cc(S(=O)(=O)N3CCCCC3)ccc2Cl)n1,-0.4,-2.6,11.4,10.4,0.3,i,-0.7,1.2,0.4,0.6
COc1cccc(N2CCN(C(=O)CCC(=O)N3CCOc4ccc(C)cc43)CC2)c1,-0.2,1.1,-11.2,0.0,1.7,i,0.4,-1.6,3.4,0.8
CC(O)(c1ccc(F)c(F)c1)c1nc(-c2ccoc2)cs1 (configuration not stated),0.0,-32.3,nt,2.1,-3.4,i,-2.4,-3.6,6.3,-0.4
CC1=Nn2c(nnc2-c2ccco2)SC1,-0.2,1.7,-4.3,-4.1,1.3,i,-1.2,-1.2,1.9,1.6
O=C(OCC(=O)N1CCOCC1)c1ccc2ccccc2c1,-0.5,2.0,-9.8,-19.7,-2.9,i,0.8,-2.1,-2.2,0.4
CC12CCC(C(=O)Nc3ccncc3)(CC1O)C2(C)C (configuration not stated),-0.4,1.9,-5.0,2.8,-1.4,i,-1.1,-0.9,-1.8,1.1
O=C(COc1ccc(-c2nnco2)cc1)N1CCN(S(=O)(=O)c2ccc3ccccc3c2)CC1,-0.1,-3.6,-5.0,-5.2,-2.8,i,-0.1,0.0,-5.8,0.0
O=C(CNS(=O)(=O)c1ccc(Br)cc1)NCc1cccnc1,0.0,1.8,-4.8,0.1,-1.0,i,-1.2,-3.0,-2.5,0.3
O=S1(=O)CC(N2CCN(c3ncccn3)CC2)CN1Cc1ccc(F)cc1 (configuration not stated),-1.9,10.2,nt,-1.4,-2.6,i,1.0,0.6,-2.1,-0.4
COc1nc(C)ccc1-c1noc(-c2ccco2)n1,0.1,-3.7,0.2,1.1,-3.2,i,-1.7,-4.3,0.5,-1.6
Cc1cccc(C)c1NC(=O)CN1CCN(C(=O)c2cc(C3CC3)nn2-c2ccccc2)CC1,-0.3,7.1,nt,-3.8,1.9,i,3.4,-2.6,0.0,0.0
O=C(CCc1nc2ccccc2c(=O)[nH]1)Nc1nnc(SCc2ccccc2F)s1,0.0,77.1*,-3.9,3.1,2.7,i,1.6,2.4,5.0,0.4
CC(=O)Nc1ccc(S(=O)(=O)N2CCSC2C(=O)O)cc1 (configuration not stated),0.6,4.5,-9.8,2.3,2.3,i,-2.4,-4.0,-3.1,-0.2
Cc1ccc2c(=O)n3c(nc2c1)C(Cc1ccc(O)cc1)NC(=O)c1cccnc1-3 (configuration not stated),-0.5,5.1,nt,4.2,-2.7,i,-3.1,-1.4,3.2,-0.9
CCC(=O)N(C1=C(NC(C)C)C(=O)c2ccccc2C1=O)C(C)C,-0.1,-2.9,-1.1,-24.2,1.6,i,-0.1,-3.6,6.8,0.6
Cc1cccn2c(=O)c(C=Nc3ccccc3)c(NCc3ccco3)nc12,0.0,-9.1,-1.0,-11.9,5.6,i,1.5,-1.4,3.2,nt
CCCOc1cccc(C(=O)Nc2ccc3c(c2)OCCO3)c1,-0.3,-1.3,-8.6,2.9,-11.0,i,0.2,2.7,3.3,0.6

# The last 5 records of the part before lead into the next:
SMILES,TbMetRS inhib,DNMT1 inh,Scp-1 inhibitor,SUMO1 PPI mod,NadD block,Rpn11 inh,LMPTP inh,STEP inh,CSN inh,MsrA inh
CC(=O)Nc1ccc(S(=O)(=O)N2CCSC2C(=O)O)cc1 (configuration not stated),0.6,4.5,-9.8,2.3,2.3,i,-2.4,-4.0,-3.1,-0.2
Cc1ccc2c(=O)n3c(nc2c1)C(Cc1ccc(O)cc1)NC(=O)c1cccnc1-3 (configuration not stated),-0.5,5.1,nt,4.2,-2.7,i,-3.1,-1.4,3.2,-0.9
CCC(=O)N(C1=C(NC(C)C)C(=O)c2ccccc2C1=O)C(C)C,-0.1,-2.9,-1.1,-24.2,1.6,i,-0.1,-3.6,6.8,0.6
Cc1cccn2c(=O)c(C=Nc3ccccc3)c(NCc3ccco3)nc12,0.0,-9.1,-1.0,-11.9,5.6,i,1.5,-1.4,3.2,nt
CCCOc1cccc(C(=O)Nc2ccc3c(c2)OCCO3)c1,-0.3,-1.3,-8.6,2.9,-11.0,i,0.2,2.7,3.3,0.6
CC(C)COC(=O)c1cc(=O)[nH]c2ccccc12,1.1,-10.5,-4.9,-4.3,7.0,i,0.3,-2.1,3.0,-0.5
O=C(CN1c2cccc3cccc(c23)S1(=O)=O)N1CCN(c2ccccc2)CC1,-0.4,-3.0,4.8,-3.3,-1.0,i,1.4,1.8,-1.6,2.3
CN(CCO)C(=O)c1nc[nH]c1C(=O)N(C)Cc1ccccc1,-0.5,15.5,nt,-0.6,-5.0,i,-1.3,-0.9,4.1,0.5
CC1(C)CC(=O)C=C(c2ccc(-c3ccccc3)cc2)C1=O,-0.9,-2.6,nt,-33.6,3.3,i,0.2,3.8,-4.5,0.3
Cc1ccc(NC(=O)c2sc(Cl)nc2-c2ccccc2)cc1C,0.4,-4.0,-12.2,-4.4,-9.3,i,1.6,0.4,-7.1,0.5
CC(C)c1cc(Br)ccc1OCCN1C(=O)NC(C)(C)C1=O,0.7,-4.3,-3.4,-1.1,-6.9,i,0.5,-2.6,3.5,0.1
CCC(=O)N1CCCC1(C)C(=O)NCc1ccc(SC)cc1 (configuration not stated),-0.2,-0.5,nt,-3.1,5.4,i,-0.8,-1.7,4.4,-0.6
COc1cccc(C(=O)NCCS(=O)(=O)NC2CCCC2)c1,-0.4,0.2,-2.3,5.1,-1.3,i,-0.5,-1.1,-0.3,-1.0
Cc1ccc2nc(NC(=O)CN(C)S(=O)(=O)c3ccc(Br)s3)sc2c1,-0.4,-3.6,-8.5,3.1,-3.6,i,3.6,1.8,1.5,0.4
CCN(C(=O)COC(=O)c1c(C)nn(-c2ccccc2)c1Cl)c1c(N)n(Cc2ccccc2)c(=O)[nH]c1=O,-0.5,0.6,-2.3,1.6,10.0,i,-0.6,-0.3,-1.8,-0.3
CC(=O)NC(CC(=O)Nc1ccc2c(c1)OCCO2)c1ccccc1 (configuration not stated),-0.2,-1.8,-10.1,5.4,-2.8,i,-1.6,-1.6,-0.5,0.9
COc1ccccc1NC(=O)c1nn(C)c(C(=O)Nc2ccccc2OC)c1[N+](=O)[O-],-0.6,-2.3,-15.4,-20.0,-8.2,i,0.6,0.5,-3.0,-0.5
O=C(NCCCc1ccccc1)c1ccc(-n2cncn2)c([N+](=O)[O-])c1,20.9*,2.0,-4.2,-32.2,1.3,i,0.5,1.0,0.0,-1.7
CCSc1ccccc1C(=O)NCc1ccc2c(c1)OCO2,-1.3,0.5,-4.9,2.2,-0.8,i,-0.3,-0.7,-1.9,-0.5
Cc1ccc(NC(=O)CN2C(=O)NC(Cc3ccccc3)C2=O)c(Br)c1 (configuration not stated),2.1,1.1,-1.4,-0.2,-3.6,i,0.8,0.7,-2.7,1.9
CC1N(C)c2cc(NC(=O)c3ccco3)c(P(=O)(Nc3ccc([N+](=O)[O-])cc3)N3CCOCC3)cc2C1(C)C (configuration not stated),-0.8,-0.3,-6.5,-8.4,9.4,i,1.8,-1.9,11.1,2.2
Cc1nn(-c2ccccc2)c2sc(C(=O)NCCN3CCOCC3)cc12,-1.7,-6.5,-1.3,7.8,0.1,i,1.5,0.0,5.1,0.7
COc1ccc(NC(=O)COC(=O)c2ccco2)c([N+](=O)[O-])c1,-0.2,0.9,-1.1,-16.7,-2.9,i,-1.8,0.4,3.9,0.8

# Not a hit list; about 3.9% have a hit in one of these screens.
